RORg inh = ROR gamma (mouse) transcription inhibition | P51450 | Drosophila S2 Gal4-RORgamma UAS-luciferase reporter, 20 h | Potency, µM (titrated, usually from 53.6 µM), inactives show at the top dose activity change, negative = inhibition, usual class: inhibitors | 310,000 tested, 5.4% active; note: potency is the fitted concentration of half-maximal effect; % is set by controls: 0 for no effect and ±100 for the full control effect; nearly all actives have a fitted effect of over 60% in size
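Stable Schneider cell line, Gal4 DNA-binding domain fused to ROR gamma, UAS-luciferase. Cmpd 1 hr RT → CuSO4 700 uM final → 20 hr RT → luciferase reagent 10 min → luminescence.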
Coupling enz = counter-screen for Giardia aldolase inhibitors: coupling enzyme system; coupling enzyme system counterscreen, AmpLite Red fluorescence; activity change, negative = inhibition, % at 58.2 µM, hits read low; 290,000 tested, 0.67% active; in the data active = activity change below about -30%; note: % is set by controls: 0 for no effect and ±100 for the full control effect
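Activity here indicates interference with the coupling reaction, not aldolase inhibition. Compounds at 57.5 uM final met coupling enzymes for 10 min at RT; substrate and AmpLite Red detection followed, with a 525/598 nm fluorescence read after 20 min.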
ELG1 genotox = genotoxicity induction in ELG1-luciferase HEK293T cells; HEK293T ELG1-luciferase reporter, luminescence, 16 h; Potency, µM (series often up to 46 µM), for inactives: top-dose activity change, positive = activation, usual class: activators; 330,000 tested, 1.3% active; AID 504466; note: potency is the fitted concentration of half-maximal effect; % of control where 0% means no effect; nearly all actives have a fitted effect of over 60% in size
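Cells (2,000/well) expressing the ELG1-luciferase fusion are dosed by pin tool and kept 16 hr at 37 °C, 5% CO2. Signal comes from ONE-Glo luciferase reagent after 30 min at room temperature.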
FLuc modulator = inhibits or activates purified firefly luciferase, miR-21 counter-screen; P08659; purified FLuc, Km substrates, luminescence inhibition; Potency, µM (doses to about 57.5 µM), for the others: at the top dose activity change, negative = inhibition, actives largely listed as inhibitors; 360,000 tested, 6.9% active;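 note: potency is the fitted concentration of half-maximal effect; plate controls were vehicle for no effect and reference inhibitor for full effect; nearly all actives have a fitted effect of over 55% in size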
Target sequence (P08659 whole entry, looked up): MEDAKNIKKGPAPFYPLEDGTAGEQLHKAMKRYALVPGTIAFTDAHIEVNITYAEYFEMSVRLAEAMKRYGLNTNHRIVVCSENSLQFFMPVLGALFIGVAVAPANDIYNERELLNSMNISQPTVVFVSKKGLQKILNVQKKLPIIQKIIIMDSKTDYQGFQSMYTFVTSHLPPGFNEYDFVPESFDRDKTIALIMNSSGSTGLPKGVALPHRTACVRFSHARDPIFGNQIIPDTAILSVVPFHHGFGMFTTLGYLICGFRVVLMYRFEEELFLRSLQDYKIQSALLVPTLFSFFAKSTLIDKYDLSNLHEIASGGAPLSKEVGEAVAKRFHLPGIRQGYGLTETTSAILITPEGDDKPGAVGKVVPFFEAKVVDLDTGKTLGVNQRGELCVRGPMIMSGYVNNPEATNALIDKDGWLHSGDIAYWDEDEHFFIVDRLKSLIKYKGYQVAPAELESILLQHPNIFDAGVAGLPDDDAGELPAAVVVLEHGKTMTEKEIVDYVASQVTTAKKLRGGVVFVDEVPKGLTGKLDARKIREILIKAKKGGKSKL
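Purified P. pyralis luciferase, 10 nM final, with Km-level 10 uM D-luciferin and 10 uM ATP in 50 mM Tris acetate pH 7.5, 10 mM Mg acetate, 0.01% Tween-20, 0.05% BSA; 6-point qHTS titration about 60 µM downward; luminescence read.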
Rab9 promoter act = activates the Rab9 promoter | Huh7 Rab9 promoter-luciferase reporter, luminescence, 24 h | Potency, µM (titrated, usually from 9.22 µM), without a hit: at the top dose activation, negative = inhibition, actives largely listed as activators | 320,000 tested, 2.8% active; note: potency is the fitted concentration of half-maximal effect; % of control where 0% means no effect; nearly all actives have a fitted effect of over 60% in size
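Quantitative HTS format; Huh7 Rab9-luciferase reporter cells (1500/well) receive compound 2 h post-plating, incubate 24 h at 37 °C, then get luciferase reagent for 10 min before luminescence reading.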
uPA surface inh = cell surface uPA generation inhibition; Potency, µM (titrated, usually from 38.3 µM), for inactives: top-dose activity change, negative = inhibition, hits mostly inhibitors; 330,000 tested, 0.31% active; AID 540303; cell surface uPA generation assay, qHTS; active = well fitted inhibition curve with a large enough effect; inconclusive = small, poorly fitted or top-dose-only effect; inactive = no such curve, though single readings can be large or run the other way; tested in mouse RAW 264.7 cells; note: potency is the fitted concentration of half-maximal effect; % is set by controls: 0 for no effect and ±100 for the full control effect; nearly all actives have a fitted effect of over 55% in size
Giardia killer = kills Giardia lamblia. Giardia lamblia trophozoite viability. activity change, % at 7.66 µM, hits read low. 340,000 tested, 0.15% active. AID 540267; in the data active = activity change below about -80%; inconclusive = between about -30% and that limit;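 note: parasites exposed to compound for two days anaerobically before the ATP read; % is set by controls: 0 for no effect and ±100 for the full control effect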
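Luminescence from cellular ATP indicates surviving trophozoites (100 cells/well) following 48 hrs anaerobic compound treatment at 37 deg C; signal develops 15-30 min at room temperature.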
KCNH2 3.1 inh = inhibitors of human KCNH2 3.1 potassium channel isoform; U2OS KCNH2 3.1, thallium flux FluxOr; active compounds read low; 340,000 tested, 0.95% active; AID 720553; activity change, % (tested at about 1.8 µM);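 active = maximum activity change below -70%; inconclusive = maximum activity change from -70% to -50%; inactive = maximum activity change above -50%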;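 note: thallium influx rate constant from kinetic fluorescence after stimulation buffer; % is set by controls: 0 for no effect and ±100 for the full control effect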
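Steps: virus added to U2OS suspension (4 h, RT, dark); medium with 10% FBS added, cells plated, 37 C overnight; FluxOr/Red40 loading buffer 45 min RT; stimulation buffer, 2 min kinetic read; rate constant normalized.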
NPC1 prom act = activates the NPC1 promoter; Huh7 NPC1 promoter luciferase reporter, 24 h; 320,000 tested, 2.4% active; Potency, µM (titrated, usually from 9.22 µM), for inactives: at the top dose activation, usual class: activators; AID 485313;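 note: potency is the fitted concentration of half-maximal effect; % of control where 0% means no effect; nearly all actives have a fitted effect of over 60% in size; reporter is driven by a mutant NPC1 promoter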
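Huh7 cells stably carrying NPC1 promoter–luciferase, plated in Opti-MEM with 10% FBS for 2 h, were exposed to compound in DMSO for 24 h at 37 °C; luciferase reagent was added for 10 min and luminescence read.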
Tb PFK inh = blocks T. brucei phosphofructokinase; O15648; T. brucei PFK, ADP-Glo luminescence; Potency, µM (titrated, usually from 57.5 µM), for inactives: at the top dose activity, negative = inhibition, most hits filed as inhibitors; 330,000 tested, 0.17% active;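 note: potency is the fitted concentration of half-maximal effect; 0% = uninhibited 1x PFK enzyme wells and -100% = no-enzyme wells; nearly all actives have a fitted effect of over 60% in size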
Target sequence (O15648 whole entry, looked up): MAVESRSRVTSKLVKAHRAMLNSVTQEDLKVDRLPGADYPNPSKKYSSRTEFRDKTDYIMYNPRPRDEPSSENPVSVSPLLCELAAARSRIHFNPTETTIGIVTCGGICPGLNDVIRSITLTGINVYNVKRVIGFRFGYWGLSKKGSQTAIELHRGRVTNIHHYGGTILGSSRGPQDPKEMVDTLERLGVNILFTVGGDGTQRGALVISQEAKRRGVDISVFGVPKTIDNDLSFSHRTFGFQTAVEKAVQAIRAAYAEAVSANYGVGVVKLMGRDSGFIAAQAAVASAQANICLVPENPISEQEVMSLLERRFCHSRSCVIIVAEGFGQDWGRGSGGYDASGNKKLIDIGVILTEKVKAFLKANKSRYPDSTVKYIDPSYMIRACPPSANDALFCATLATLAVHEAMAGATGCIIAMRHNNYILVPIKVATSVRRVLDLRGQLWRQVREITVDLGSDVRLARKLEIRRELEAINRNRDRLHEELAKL
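Activity is normalized to no-enzyme wells (full inhibition) and 1.25 nM enzyme wells (no inhibition). Reaction: 0.5 mM F6P, 0.1 mM ATP, 45 min RT, ADP-Glo luminescence; concentration-response curves fitted and classed by quality.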
Gal4-VP16 FLuc = Gal4-VP16 reporter inhibition counter-screen; Drosophila S2 Gal4-VP16 UAS-luciferase, luminescence, 20 h; Potency, µM (doses to about 53.6 µM), without a hit: top-dose activity, negative = inhibition, actives largely listed as inhibitors; 310,000 tested, 3.5% active; AID 2546;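 note: Gal4-VP16 expression switched on by copper sulfate through the metallothionein promoter; potency is the fitted concentration of half-maximal effect; % is set by controls: 0 for no effect and ±100 for the full control effect; nearly all actives have a fitted effect of over 50% in size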
* hit, by the source's call; ? = inconclusive; . = no result given; [ ] = dose if it differs, or a comment. Unless noted, calls come from the whole dose curve; as a rule, active = well fitted curve in the direction sought with a large enough effect; inconclusive = small, poorly fitted or top-dose-only effect, or another doubt; inactive = no such curve, though single readings can be large; an effect the other way counts as inactive or inconclusive.

Each structure is followed by: FLuc modulator, ELG1 genotox, NPC1 prom act, KCNH2 3.1 inh, Gal4-VP16 FLuc, RORg inh, Tb PFK inh, Giardia killer, uPA surface inh, Rab9 promoter act, Coupling enz
1: CC1CCCC(C)N1CC(O)COc1ccc(Cl)cc1 (centres undefined)
  -1.5%, -2.6%, 9.0%, -41.9, -0.2%, -4.6%, 2.9%, 7.9, 0.8%, 0.9%, 2.0
2: Cc1nc(Cc2nnc(SCC(=O)N3CCN(c4ccccc4)CC3)o2)cs1
  -2.3%, -4.5%, -3.6%, -12.1, ., ., 19.4%, 6.1, 3.5%, -3.9%, .
3: CCNC(=S)NNC(=O)c1cccn(Cc2ccc(Cl)cc2)c1=O
  -1.7%, -0.7%, 1.5%, 14.2, -0.3%, 5.8%, -12.9%, 4.1, 1.8%, 3.2%, 3.6
4: NC(=O)C1CC(=O)N(c2ccc(OCC(=O)Nc3ccc(F)cc3)cc2)C1 (centres undefined)
  -5.6%, 4.3%, 7.2%, -2.1, ., ., -0.3%, 0.5, -3.3%, 9.5%, .
5: CC(C)CSc1nsc(N)n1
  ?, 16.4µM*, ?, 9.9, 18.4%, -12.3%, -3.5%, -9.1, 5.4%, ?, 1.0
6: CCCCC(=O)Nc1ccc(C(=O)NCc2ccncc2)cc1
  -9.8%, -5.6%, 2.3%, -6.5, -4.1%, -0.9%, -1.1%, 10.7, -3.7%, -4.4%, -0.1
7: CCN(CC)c1ccc(NC(=O)c2ccc(S(=O)(=O)N3CCOCC3)cc2)cc1
  ., -6.5%, ., 3.4, ., ., 5.3%, -11.4, -4.0%, ., .
8: COC(=O)c1c(NC(=O)CSc2nc3nc(C)cc(C)n3n2)sc(C)c1C
  4.2%, -1.4%, 0.4%, ., -12.7%, 11.7%, 0.3%, -3.0, 3.0%, -5.1%, -0.6
9: O=C(Nc1nc(-c2ccco2)c(-c2ccco2)s1)c1ccco1
  ?, ?, 2.1%, -2.5, ., ., -21.4%, 12.9, -2.3%, 3.2%, .
10: COc1cc(OC)c(NC(=O)/C=C/C(=O)O)cc1Cl
  -6.4%, 0.6%, 6.4%, 3.6, -16.6%, -3.2%, -25.0%, 14.6, -1.4%, -3.0%, -13.5
11: O=C(/C=C/c1cccc([N+](=O)[O-])c1)NCCN1C(=O)S/C(=C\c2cccnc2)C1=O
  -1.2%, -8.0%, 16.6%, -0.2, -1.1%, ?, -5.9%, -9.2, -10.0%, 11.7%, 0.1
12: Cc1nc(Cl)cc(CS(=O)(=O)c2ccc(Cl)cc2)n1
  -2.1%, -0.4%, 9.6%, 3.7, 13.5%, 2.1%, 2.4%, 13.2, 1.0%, 1.0%, 1.3
13: COc1cc(OC)c(OC)cc1/C=N/NC(=O)CC1C(=O)NN=C1C (centres undefined)
  0.6%, -3.4%, -0.4%, 12.8, -6.2%, -32.1%, -5.7%, 19.4, 3.1%, 1.0%, 1.2
14: COc1cccc(/C=C/C(=O)OCC(=O)Nc2nnc(-c3ccccc3)o2)c1
  -5.7%, -0.7%, 0.4%, -3.1, ., ., 2.2%, -15.3, -3.0%, 0.6%, .
15: CCN1C(=O)C(CC(=O)Nc2ccc(OC)cc2)N(CCc2ccc(OC)cc2)C1=S (centres undefined)
  -15.0%, -9.8%, -0.6%, -20.4, ?, ?, -2.1%, -8.1, 1.3%, 9.0%, -3.9
16: C[C@H]1CCC(=O)N(CCSc2ccc(Br)cc2)CC1
  ?, 10.1%, 10.4%, -15.6, ., ., -0.5%, -10.8, 1.8%, ?, .
17: O=C(C1=C(O)C(=O)N(CCCN2CCOCC2)C1c1ccncc1)c1cc2ccccc2o1 (centres undefined)
  3.9%, -1.4%, -1.6%, ., -2.9%, 11.7%, -1.7%, ., ., -1.1%, 4.3
18: Cc1ccc(C2(C)NC(=O)N(CC(=O)NC(C)c3ccccc3)C2=O)cc1 (centres undefined)
  0.0%, 0.0%, 3.1%, 4.6, -9.2%, -11.1%, -2.6%, 6.5, -3.4%, 2.9%, 0.3
19: Cc1ccc(Nc2nnns2)cc1C
  2.0%, -6.3%, -3.4%, 5.3, -21.5%, ?, -7.3%, 3.4, -2.5%, 1.6%, 2.4
20: Cn1c(C(=O)c2ccncc2)cc2ccccc21
  4.5%, 0.4%, -1.8%, 5.8, -7.7%, -2.1%, 2.0%, ?, 6.9%, -0.3%, -1.7
21: COc1ccccc1-n1c(N)c(C(N)=O)sc1=S
  -9.0%, -1.3%, -0.9%, 9.6, -5.6%, 36.4%, -17.9%, -3.0, 3.9%, 6.0%, -1.1
22: C=CCn1c(N)cc(=O)nc1SCC(=O)Nc1ccc(C)cc1
  -0.1%, -0.4%, -8.1%, 10.4, 2.3%, -7.1%, -1.3%, -12.5, 4.0%, 5.9%, 2.9
23: Cc1ccc(N2C(=O)c3ccccc3C2(O)c2ncc[nH]2)cc1 (centres undefined)
  -1.3%, 4.9%, -1.7%, 9.4, -8.1%, -19.4%, -1.8%, 7.5, 0.4%, 14.8%, -1.4
24: COc1cc(OC)cc(-c2c(-c3cccs3)c3cc(-c4ccc5c(c4)OCCO5)ccc3n2C)c1
  8.5%, -0.6%, 1.5%, ., ., ., 5.9%, 16.3, 16.0%, -9.1%, .
25: CNC(=O)C12CC3CC(C1)CC(c1ccc(C)cc1)(C3)C2
  -0.6%, -2.0%, -3.5%, 4.9, 2.8%, -21.4%[1.91 µM], 0.4%, 12.2, 2.8%, -3.9%, 2.2
26: O=C(c1ccccc1C(=O)N(c1ccccc1)c1ccccc1)N1CCCCC1
  2.1%, -0.6%, -2.9%, ., 8.3%, 4.0%, -3.6%, -2.8, 9.9%, 2.7%, 0.7
27: COc1ccc(-c2cn3ccc(C)cc3n2)cc1
  0.19µM*, ?, 0.112µM*, 20.7, 5.01µM*, 3.16µM*, -18.1%, ?, 1µM*, 0.112µM*, -14.3
28: OCC1CCCCN1C(=S)NCc1ccco1 (centres undefined)
  1.0%, 1.0%, -2.8%, 17.7, -1.6%, -0.3%, -2.7%, -2.5, 15.6%, -2.1%, 0.3
29: CCN(CC)CCCNC(=O)c1nn(-c2ccc(OC)cc2OC)c(=O)c2ccccc12
  0.7%, 1.6%, -0.1%, 25.7, 17.0%, 12.7%, -5.7%, -6.6, 2.8%, 2.1%, -0.2
30: CC(C)OC(=O)CSc1nnc(-c2cccnc2)n1Cc1ccccc1
  2.4%, -2.6%, 0.0%, 7.5, ., -17.2%[0.365 µM], 4.2%, 25.2, -5.9%, -2.3%, -0.1

Later entries
Each structure is followed by: FLuc modulator, ELG1 genotox, NPC1 prom act, KCNH2 3.1 inh, Gal4-VP16 FLuc, RORg inh, Tb PFK inh, Giardia killer, uPA surface inh, Rab9 promoter act, Coupling enz
31: COc1cc(C2C(C#N)=C(N)N(N(C)C)C3=C2C(=O)CC(C)(C)C3)ccc1O (centres undefined)
  -1.0%, 0.4%, 1.7%, 0.5, 9.9%, -0.5%, -8.0%, -2.2, 3.4%, -1.2%, 2.2
32: CCCc1c(C(=O)Nc2cc(C)on2)cnn1-c1ccccc1
  -2.0%, -0.1%, 1.5%, 15.8, 8.0%, -6.2%, -7.8%, 16.9, 3.4%, -3.0%, -0.7
33: O=C(NCc1cccc(Cl)c1)C1CCCO1 (centres undefined)
  -1.6%, -0.5%, 0.5%, 12.0, -4.7%, -8.8%, -1.3%, -2.0, 1.3%, 12.6%, -0.4
34: O=C(NC(=S)Nc1ccc(Cl)cn1)C(c1ccccc1)c1ccccc1
  10.5%, 1.5%, 0.6%, 10.2, 3.98µM*, 3.98µM*, 0.5%, -11.2, 12.6%, 10.0%, -1.5
35: COc1cc(C2N(c3cc(C)on3)C(=O)C3CCCN32)cc(OC)c1OC (centres undefined)
  -0.4%, 3.1%, 1.2%, 3.0, -7.3%, -0.7%, 0.6%, -11.4, -2.0%, -1.5%, 0.1
36: CC1(C)CC(=O)C(C(=O)c2ccccc2)C(=O)C1Cl (centres undefined)
  1.1%, 3.0%, -0.4%, -7.8, -5.9%, 12.6%, 4.2%, -7.1, 15.9%, -3.2%, 0.8
37: COc1ccc(Cl)cc1C(=O)NCC(c1ccco1)N1CCCC1 (centres undefined)
  -18.4%, -1.1%, 1.1%, 1.9, 2.7%, 4.0%, -7.0%, -9.2, ., -0.5%, 0.0
38: O=C(NCc1ccccc1)c1ccc(Cl)cc1[N+](=O)[O-]
  4.1%, 16.9%, -4.3%, 2.9, -0.9%, 24.0%, 0.3%, -15.0, -1.0%, 0.9%, 0.1
39: O=C(Nc1ccncc1)C1CCN(S(=O)(=O)c2ccccc2)CC1
  0.6%, 2.5%, -5.6%, 0.7, ., ., -4.9%, -7.4, -1.9%, -3.6%, .
